# EPAC1 antagonist: qHTS for Antagonist of cAMP-regulated guanine nucleotide exchange factor 3 (EPAC1): primary screen | EPAC1 GEF assay, Rap1b-BODIPY-GDP exchange fluorescence | actives 0.14% (n = 360,000) | Rap guanine nucleotide exchange factor 3 (Homo sapiens), O95398 | Potency, µM (doses to about 115 µM), without a hit: at the highest dose activity change, negative = inhibition, actives largely listed as inhibitors | AID 720709, 2013;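 also: potency is read from the fitted curve at half-maximal effect; plate controls were vehicle for no effect and positive control for full effect; nearly all actives have a fitted effect of over 50% in size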
# Target sequence (O95398 whole entry, looked up): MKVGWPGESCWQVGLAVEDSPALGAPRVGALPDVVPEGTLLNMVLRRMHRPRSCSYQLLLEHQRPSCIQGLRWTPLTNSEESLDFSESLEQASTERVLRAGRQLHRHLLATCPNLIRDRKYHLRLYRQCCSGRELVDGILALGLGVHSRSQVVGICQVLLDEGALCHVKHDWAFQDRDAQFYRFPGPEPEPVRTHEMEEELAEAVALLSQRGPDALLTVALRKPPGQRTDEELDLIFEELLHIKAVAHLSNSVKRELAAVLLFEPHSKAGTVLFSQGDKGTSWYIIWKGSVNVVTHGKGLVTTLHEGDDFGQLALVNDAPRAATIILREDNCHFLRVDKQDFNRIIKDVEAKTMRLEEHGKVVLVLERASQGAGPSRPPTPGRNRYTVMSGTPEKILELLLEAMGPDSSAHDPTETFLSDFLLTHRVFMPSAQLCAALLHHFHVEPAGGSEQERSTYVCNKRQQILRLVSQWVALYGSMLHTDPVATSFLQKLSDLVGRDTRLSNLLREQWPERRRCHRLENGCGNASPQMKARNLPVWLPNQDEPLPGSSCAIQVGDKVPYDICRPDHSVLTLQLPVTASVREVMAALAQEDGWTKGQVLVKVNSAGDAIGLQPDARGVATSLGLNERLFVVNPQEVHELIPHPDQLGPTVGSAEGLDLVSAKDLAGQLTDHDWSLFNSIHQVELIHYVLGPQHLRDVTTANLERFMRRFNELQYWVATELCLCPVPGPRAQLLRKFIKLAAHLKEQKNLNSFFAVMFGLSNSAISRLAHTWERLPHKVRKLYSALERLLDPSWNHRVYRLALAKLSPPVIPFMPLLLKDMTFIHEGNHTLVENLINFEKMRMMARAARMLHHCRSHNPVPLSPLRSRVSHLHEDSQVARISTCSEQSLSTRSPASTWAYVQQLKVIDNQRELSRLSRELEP
# IL2 activator: qHTS of IL-2 Activators. AID 652025, 2013. actives 0.065% (n = 360,000). activation, % (series mostly up to about 46 µM). IL-2 activation reporter assay, cell-based qHTS; stimulated with anti-CD3/CD4/CD28 beads; in transgenic mouse T cells; in the data active = activation above about 50%; inconclusive = mostly about 30% to 49%; also: 0% is about no effect
#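 Readout is EGFP and DsRed signal by fluorescent plate cytometry after 18 h at 37 degrees C. Transgenic mouse T cells (750/well) received compound for 60 min before bead stimulation (anti-CD3, anti-CD4, anti-CD28); memory T cells served as non-tolerant control.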
# EPAC1 ag: qHTS for Agonist of cAMP-regulated guanine nucleotide exchange factor 3 (EPAC1): primary screen; EPAC1 agonist qHTS, biochemical assay; response scale: 100% = response to 6.5 mM cAMP; Potency, µM (titrated, usually from 154 µM), without a hit: at the highest dose activation, most hits filed as activators; actives 0.073% (n = 360,000); also: potency is read from the fitted curve at half-maximal effect; nearly all actives have a fitted effect of over 60% in size
#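 EPAC1 100 nM, Rap1B–BODIPY-GDP 250 nM, unlabeled GDP 50 uM; compound titration; 5 min RT; kinetic read ex480/em540 at 5-min intervals ×30 min; data normalized to 6.5 mM cAMP agonist control.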
# Abeta yeast res: qHTS for compounds that reverse cellular toxicity of Amyloid beta (A-beta) peptide in yeast: Primary Screen | actives 0.063% (n = 410,000) | AID 1347071, 2019 | yeast expressing A-beta42, growth rescue, OD600, 48 h; response scale: 0% DMSO, 100% iron-clioquinol control | Potency, µM (doses to about 46.1 µM), inactives show at the highest dose growth rescue, actives largely listed as activators; also: potency is read from the fitted curve at half-maximal effect; nearly all actives have a fitted effect of over 55% in size
#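 Yeast A-beta toxicity model in growth medium with pinned compounds, 48 h at 30 C; growth read as absorbance at 600 nm. Normalized to FeCl3/clioquinol equimolar mix (positive) and DMSO (negative).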
# WRN inhibitor: qHTS for Inhibitors of WRN Helicase. Bifunctional 3'-5' exonuclease/ATP-dependent helicase WRN (Homo sapiens), Q14191. WRN helicase unwinding, fluorescent forked duplex, kinetic. Potency, µM (series often up to 114 µM), without a hit: at the top dose activity change, negative = inhibition, actives largely listed as inhibitors. actives 0.46% (n = 360,000). AID 651768, 2012; also: potency is read from the fitted curve at half-maximal effect; % is scaled to controls: 0 for no effect and ±100 for the full control effect; nearly all actives have a fitted effect of over 55% in size
#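 Kinetic red-fluorescence monitoring (525/598 nm) tracks WRN helicase activity after 100 nM fluorophore-quencher forked duplex and 2 mM ATP are added to 20 nM enzyme pretreated 15 min at room temperature with compound.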
# PI5P4Ka inh: qHTS for Inhibitors of phosphatidylinositol 5-phosphate 4-kinase (PI5P4K) | Phosphatidylinositol 5-phosphate 4-kinase type-2 alpha (Homo sapiens), P48426 | PI5P4Kalpha enzyme, ADP-Glo luminescence, 60 min; stronger effect = lower value | max response, % | actives 1.2% (n = 330,000); active = max response of -50% or lower; inconclusive = between -30% and -50%; inactive = -30% or higher; also: value at the top dose of about 77 µM; % is scaled to controls: 0 for no effect and ±100 for the full control effect
#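 PI5P4Kalpha ADP-Glo assay; 5 microM ATP final; 60 min RT reaction; HEPES pH 7.4/EGTA/CHAPS, 5% DMSO; controls lacking substrate or enzyme; luminescent end-point.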
# PLK1 PBD block: qHTS for Inhibitors of PLK1-PDB (polo-like kinase 1 - polo-box domain): Primary Screen | Serine/threonine-protein kinase PLK1 (Homo sapiens), P53350 | Plk1 PBD binding of FITC phosphopeptide, fluorescence polarization | Potency, µM, for the others: max response, negative = inhibition, usual class: inhibitors | actives 2.8% (n = 360,000) | AID 720504, 2013; also: potency is read from the fitted curve at half-maximal effect; series mostly up to about 57 µM; % is scaled to controls: 0 for no effect and ±100 for the full control effect; nearly all actives have a fitted effect of over 65% in size
# aSyn yeast inh: qHTS of alpha-syn Inhibitors; Yeast expressing alpha-synuclein, growth rescue, BacTiter-Glo, 24 h; Potency, µM (titrated, usually from 46.1 µM), for inactives: at the top dose growth rescue (activation), usual class: activators; actives 0.14% (n = 370,000); AID 652106, 2013; also: potency is read from the fitted curve at half-maximal effect; % of control where 0% means no effect; nearly all actives have a fitted effect of over 65% in size
#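 Screening used galactose-induced yeast with toxic alpha-synuclein levels, exposed to compound for 24 hr at 30 deg C. Cell growth, read with BacTiter-Glo luminescence, gave the measured signal.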
# FUS yeast rescue: qHTS for Suppressors of FUS Proteinopathy: Primary screen using FUS-linked yeast assay; S. cerevisiae FUS-expressing, growth rescue, OD600, 24 h; Potency, µM (top dose mostly 76.6 µM), for inactives: at the highest dose growth rescue (activation), actives largely listed as activators; actives 0.24% (n = 390,000); AID 1347120, 2019;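 also: potency is read from the fitted curve at half-maximal effect; plate controls were DMSO vehicle for no effect and reference control for full effect; nearly all actives have a fitted effect of over 55% in size; some results filed as inactive show a strong effect at the top dose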
#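 Absorbance at 600 nm, taken 24hr after compound addition, measured rescue of FUS-yeast growth at 30C. Induction used 2% galactose with seeding at OD 0.005. Controls: CP55940 from 92uM final, DMSO only.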
# Numbers without * were called inactive; ? = inconclusive; . = not tested or not shown; [ ] = remark or other dose. Unless noted, calls follow the shape of the dose curve; as a rule, active = well fitted curve in the direction sought with a large enough effect; inconclusive = small, poorly fitted or top-dose-only effect, or another doubt; inactive = no such curve, though single readings can be large; an effect the other way counts as inactive or inconclusive.
1) OC(CN1CCOCC1)Cn1c(-c2cccc(Cl)c2)nc2ccccc21 (stereo not drawn)
2) Cc1ccc(N(Cc2ccccc2O)C(=O)c2ccccc2F)cc1
3) COc1cc(C(=O)Nc2nnc(C3=COCCO3)o2)cc(OC)c1OC
4) CCN(C(=O)COC(=O)CCC(=O)c1cccs1)c1c(N)n(Cc2ccccc2)c(=O)[nH]c1=O
5) Cc1ccc(C(=O)N/N=C/c2sc(=O)n(Cc3cccc(C(=O)O)c3)c2Cl)cc1
6) Cc1ccc(S(=O)(=O)CCC(=O)OCc2ccccc2)cc1
7) O=C(Cc1cccc(NC(=O)C2CCN(C(=O)C3CCCCC3)CC2)c1)Nc1cccc(C(=O)N2CCCCC2)c1
8) O=C(COC(=O)COc1ccc(Cl)cc1)NC1CCS(=O)(=O)C1 (stereo not drawn)
9) COc1cc2cnc(CCO[C@H]3CCCCO3)cc2cc1OC
10) O=S(=O)(NCC(c1cccnc1)N1CCN(Cc2ccccc2)CC1)c1ccccc1 (stereo not drawn)

compound no. | 1 | 2 | 3 | 4 | 5 | 6 | 7 | 8 | 9 | 10
EPAC1 antagonist | -5% | -4% | -7% | 13% | 5% | 18% | -13% | 5% | 4% | -10%
IL2 activator | -3.7 | -0.5 | -0.7 | 1.8 | 1.2 | -0.2 | 2.3 | 0.1 | 3.4 | -1.6
EPAC1 ag | 3% | 12% | 14% | 8% | -2% | 12% | -15% | 6% | 4% | -17%
Abeta yeast res | 13% | 8% | 2% | -5% | 25% | -4% | -8% | -10% | 17% | -10%
WRN inhibitor | 4% | -9% | -7% | 7% | -16% | -5% | -2% | -1% | -32% | -2%
PI5P4Ka inh | . | 12 | -2 | -8 | -8 | 2 | -10 | -4 | -4 | 6
PLK1 PBD block | -8% | 0% | -8% | -13% | -9% | -12% | -16% | -14% | -4% | -16%
aSyn yeast inh | -1% | 9% | 2% | 2% | -2% | 0% | 0% | -10% | -1% | -2%
FUS yeast rescue | 20% | -8% | -2% | 20% | 23% | 11% | 28% | -28% | -7% | -2%

11) Cn1c(SCC(=O)NC(C)(C)C)nnc1-c1cnccn1
12) COc1cccc(NC(=O)c2sc(NC(=O)c3ccncc3)nc2C)c1
13) C[N+](C)(C)CCC(=O)N1C/C(=C/c2ccccc2)C(=O)/C(=C\c2ccccc2)C1
14) COc1ccccc1N1CC(C(=O)Nc2ccc(S(=O)(=O)N3CCCC3)cc2)CC1=O (stereo not drawn)
15) COc1ccc(S(=O)(=O)N(C)C[C@@H]2OCc3cnnn3CCCC(=O)N([C@@H](C)CO)C[C@H]2C)cc1
16) O[C@@H]1C2CCCC1[C@]1(O)CCCCC1C2 (stereo partly drawn)
17) COc1ccc(-c2nc(N)nc(C(F)(F)F)c2-c2cscn2)c(O)c1
18) CCCCc1nnc(NC(=O)c2ccc(N3CCCC3=O)cc2)s1
19) CC1(C(=O)NS(=O)(=O)c2ccc(Br)cc2)CCN1C(=O)CCc1ccccc1 (stereo not drawn)
20) Cc1nn(-c2ccccc2)c(N)c1-c1ccccc1

compound no. | 11 | 12 | 13 | 14 | 15 | 16 | 17 | 18 | 19 | 20
EPAC1 antagonist | -14% | 3% | 11% | -12% | -1% | -27% | 0% | -20% | -15% | 0%
IL2 activator | -2.4 | -0.6 | -7.0 | 0.7 | -1.6 | -3.9 | -1.2 | -2.7 | -0.5 | 1.5
EPAC1 ag | -2% | 5% | -4% | 2% | -8% | 2% | -10% | -5% | 0% | -4%
Abeta yeast res | -6% | 6% | -1% | -5% | 10% | -8%[9.22 µM] | 3% | -5% | -7% | 3%
WRN inhibitor | 2%[57.1 µM] | -3% | 2% | 2% | 2% | -18% | 11% | 14% | -2% | 0%
PI5P4Ka inh | 1 | 1 | -5 | 0 | 0 | 13 | 6 | -14 | 4 | 2
PLK1 PBD block | -11% | -1% | -11% | -9% | 1% | -8% | -10% | -20% | -14% | -5%
aSyn yeast inh | -4% | -8% | 1% | -7% | -9% | -1% | -4% | -5% | -3% | 3%
FUS yeast rescue | 21% | -4% | . | 36% | 9% | -39% | -3% | 4% | 5% | -3%

# Limited to FUS yeast rescue and EPAC1 ag (3 entries from above):
no.	smiles	FUS yeast rescue	EPAC1 ag
1	OC(CN1CCOCC1)Cn1c(-c2cccc(Cl)c2)nc2ccccc21 (stereo not drawn)	20%	3%
2	Cc1ccc(N(Cc2ccccc2O)C(=O)c2ccccc2F)cc1	-8%	12%
3	COc1cc(C(=O)Nc2nnc(C3=COCCO3)o2)cc(OC)c1OC	-2%	14%

# (listing goes on)
21) Cc1cnc(NC(=O)C2COc3ccccc3O2)s1 (stereo not drawn)
22) Cc1ccc(C(=O)Nc2ccc(N3CCCCC3)cc2)cc1
23) CCOC(=O)c1c(C)[nH]c(C(=O)OCC(=O)Nc2cccnc2Cl)c1C
24) CCOC(=O)CCNC(=O)N1CCCC(C(=O)c2ccccc2SC)C1 (stereo not drawn)
25) Cc1ccc(C)c(N2CCN(C(=O)CC3Sc4ccccc4NC3=O)CC2)c1 (stereo not drawn)
26) N#CC1C(C#N)N2CCCN2C1c1ccc(Cl)cc1 (stereo not drawn)
27) N#Cc1cn(OCc2ccccc2)c(=O)[nH]c1=O
28) CCCCn1c(N)c(N(CC(C)C)C(=O)c2cc(Br)c(Br)s2)c(=O)[nH]c1=O
29) CC(C)(C)CC(C)(C)NC(=O)c1ccccc1
30) O=C(N/N=C/c1cccn1-c1cccc(C(=O)O)c1)Nc1ccccc1

compound no. | 21 | 22 | 23 | 24 | 25 | 26 | 27 | 28 | 29 | 30
EPAC1 antagonist | 5% | 4% | -18% | 7% | -8% | 0% | 0% | -2% | -4% | 7%
IL2 activator | -0.1 | 0.4 | -0.9 | -0.6 | -0.1 | 0.7 | -2.3 | -0.4 | -1.3 | -0.2
EPAC1 ag | 0% | 5% | 18% | -1% | 6% | 0% | 7% | -7% | -8% | -6%
Abeta yeast res | 34% | -12% | 8% | 10% | 10% | -2% | -5% | 7% | 6% | 2%
WRN inhibitor | -13% | . | -5% | 3% | -16% | 2% | 13% | 1% | 3% | -15%[11.6 µM]
PI5P4Ka inh | ? | . | -5 | 9 | 3 | ? | -6 | 0 | 7 | -24
PLK1 PBD block | -6% | . | -4% | -9% | -8% | 3µM* | -17% | 8% | -5% | ?
aSyn yeast inh | 0% | . | 0% | -3% | ? | -1% | 0% | -2% | 2% | 7%
FUS yeast rescue | 10% | -16% | 31% | -1% | ? | 3% | . | -4% | -11% | .

31) Cc1ccc(SCc2ccc(C(=O)N3CCCC3)cc2)cc1
32) O=C(O)CC(NC(=O)c1cccc([N+](=O)[O-])c1)c1ccc2c(c1)OCO2 (stereo not drawn)
33) O=C(NCCc1ccccc1)C1CCC(CNc2nc(=S)[nH]c3ccccc23)CC1 (stereo not drawn)
34) COn1c(=O)c(-c2cccs2)[n+]([O-])c2ccccc21
35) CSc1ccc(OC2CCCCC2NS(=O)(=O)c2ccccc2)cc1 (stereo not drawn)
36) COc1ccc(-c2cc(C(F)(F)F)nc(SCC(=O)NCCCN3CCOCC3)n2)cc1
37) Cc1noc(C)c1CSCC(=O)Nc1ccc(S(C)(=O)=O)cc1
38) COc1ccc(Cl)cc1NS(=O)(=O)c1cccc(C(=O)NCC(C)(C)N2CCOCC2)c1
39) CCOC(=O)c1c(C)[nH]c(C)c1C(=O)COC(=O)c1ccc([N+](=O)[O-])s1
40) COC(CNC(=O)CCc1c(C)nc2c(-c3ccc(F)cc3)c(C)nn2c1C)OC
41) CC1CCN(S(=O)(=O)c2cccc(C(=O)NNC(=O)c3ccco3)c2)CC1
42) CCN(c1ccccc1)S(=O)(=O)c1cnc[nH]1
43) Nc1nonc1C(=O)NCCNCc1ccccc1

compound no. | 31 | 32 | 33 | 34 | 35 | 36 | 37 | 38 | 39 | 40 | 41 | 42 | 43
EPAC1 antagonist | 7% | -6% | 6% | 5% | -18% | -2% | -21% | -5% | -15% | 0% | -26% | 1% | -5%
IL2 activator | -0.5 | 0.9 | -1.7 | 15 | -3.2 | -0.6 | 0.5 | 1.6 | -0.1 | -1.1 | -1.9 | 2.2 | 1.0
EPAC1 ag | 12% | 6% | 4% | 9% | 6% | 3% | 6% | 1% | -9% | 6% | 5% | 4% | 2%
Abeta yeast res | -5% | 3% | -13% | -54%[inhibitor] | 3% | -8% | -14% | -12% | -80%[inhibitor] | -5% | -5% | 6% | 4%
WRN inhibitor | 0% | 4% | 6% | 0% | -5% | 6% | 0% | -3% | -4%[11.6 µM] | 1% | -35% | -2% | 8%
PI5P4Ka inh | 10 | 4 | -5 | 1 | -7 | 0 | 11 | 0 | -29 | 0 | 0 | 1 | 1
PLK1 PBD block | -27% | 1% | 3% | 2.1µM* | 24µM* | -12% | -6% | 1% | -8% | 30µM* | -10% | -6% | -11%
aSyn yeast inh | 4% | 0% | 5% | 7% | 21% | 0% | -1% | 2% | -80%[inhibitor] | -1% | -5% | -4% | -3%
FUS yeast rescue | 12% | -5% | -4% | 3% | 36% | 10% | -22% | -22% | 25% | 21% | 13% | 8% | 10%

# Assay outcomes: PubChem BioAssay, National Center for Advancing Translational Sciences (NCATS)
